VEEV TC-83 Vero: inhibitors of VEEV TC-83 cytopathic effect, confirmation, Vero cells (AID 588727) | Vero cells, VEEV TC-83 cytopathic effect inhibition; higher % means a stronger effect | inhibition, % at 20 µM; hits with a dose series show IC50 in µM | 0.13% of 350,000 active; in the data active means a potency from the dose series; inconclusive means inhibition mostly from about 14% at the one dose, without a potency; inactive means the rest, 99 in 100 with inhibition below about 12%; further: strong numbers were not always called active
Salmonella PhoP GFP: PhoP regulon inhibitors, Salmonella typhi PhoP promoter GFP reporter, confirmatory (AID 1850); Salmonella Typhi PhoP-promoter GFP reporter, fluorescence, 4 h; higher % means a stronger effect; inhibition, % at 50 µM, or IC50 in µM where a hit was titrated; 0.33% of 310,000 active; in the data active means a potency from the dose series; inconclusive means inhibition mostly from about 25% at the one dose, without a potency; inactive means the rest, 99 in 100 with inhibition below about 19%;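 further: 0% = induced wells with vehicle and 100% = uninduced wells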
M. tuberculosis: growth inhibition of non-replicating M. tuberculosis (AID 488890); 0.39% of 320,000 active; inhibition, % at 25 µM; hits with a dose series show IC50 in µM; Mycobacterium tuberculosis non-replicating, growth inhibition; higher % means a stronger effect; in the data active means a potency from the dose series; inconclusive means inhibition mostly from about 82% at the one dose, without a potency; inactive means the rest, 99 in 100 with inhibition below about 76%;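 further: plate controls were DMSO cells for no effect and high antibiotic wells for full effect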
H1N1 NS1A inhibition: H1N1 influenza NS1A inhibitors, functional cell based assay (AID 504329) | NS1A functional cell-based assay, percent inhibition; higher % means a stronger effect | inhibition, % at 12.5 µM; hits with a dose series show IC50 in µM | 0.3% of 340,000 active; in the data active means a potency from the dose series; inconclusive means inhibition above about 27% without an active follow-up result; further: strong numbers were not always called active
M. tuberculosis HTS: M. tuberculosis growth inhibition, HTS (AID 449762). M. tuberculosis H37Rv growth inhibition, 7H9 media; higher % means a stronger effect. one-dose inhibition, % at 25 µM; IC50 in µM for titrated hits. 0.59% of 330,000 active; in the data active means a potency from the dose series; inconclusive means inhibition above about 70% without an active follow-up result;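 further: bacterial growth assessed after seven days of incubation; strong numbers were not always called active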
VEEV TC-83 Vero 10K pilot screen: further read-out of VEEV TC-83 Vero, marked with its call; inhibition, %; measured here: 10K pilot screen inhibition
* marks the source's active call; other numbers are inactive results; i = inactive; ? = inconclusive; . = no result given.

Sample of the layout (six entries):
SMILES	VEEV TC-83 Vero	Salmonella PhoP GFP	M. tuberculosis	H1N1 NS1A inhibition	M. tuberculosis HTS	others
CC(C)CCNC(=O)[C@H](Cc1ccccc1)N1Cc2ccccc2C1=O	1.6%	-13%	1%	2%	0%
O=C(Nc1nccs1)C1CC=CCC1C(=O)OCC(F)(F)C(F)F (configuration not stated)	6.4%	.	-18%	-16%	-3%
COc1cc(CNCCN2CCOCC2)ccc1OCc1c(Cl)cccc1Cl	.	2%	42%	.	1%
COc1cc2c(cc1OC)[C@@H](NC(=O)Cc1ccc(F)cc1)[C@H](OCc1ccccc1)C2	0.4%	.	.	-23%	.
Cc1sc2nc(-c3ccccc3)[nH]c(=O)c2c1-c1ccccc1	.	-6%	-6%	.	-4%
Cc1cc(C)nc(NS(=O)(=O)c2ccc(NS(=O)(=O)c3ccccc3)cc2)n1	1.1%	14%	-13%	-12%	-7%

The list itself, from the start:
SMILES	VEEV TC-83 Vero	Salmonella PhoP GFP	M. tuberculosis	H1N1 NS1A inhibition	M. tuberculosis HTS	others
CC(C)CCNC(=O)[C@H](Cc1ccccc1)N1Cc2ccccc2C1=O	1.6%	-13%	1%	2%	0%
O=C(Nc1nccs1)C1CC=CCC1C(=O)OCC(F)(F)C(F)F (configuration not stated)	6.4%	.	-18%	-16%	-3%
COc1cc(CNCCN2CCOCC2)ccc1OCc1c(Cl)cccc1Cl	.	2%	42%	.	1%
COc1cc2c(cc1OC)[C@@H](NC(=O)Cc1ccc(F)cc1)[C@H](OCc1ccccc1)C2	0.4%	.	.	-23%	.
Cc1sc2nc(-c3ccccc3)[nH]c(=O)c2c1-c1ccccc1	.	-6%	-6%	.	-4%
Cc1cc(C)nc(NS(=O)(=O)c2ccc(NS(=O)(=O)c3ccccc3)cc2)n1	1.1%	14%	-13%	-12%	-7%
Cc1cc(C(N)=O)c2cc(Br)ccc2n1	i	8%	-3%	1%	-15%
O=C(NCc1ccco1)C1CCN(S(=O)(=O)N2CCC3(CC2)OCCO3)CC1	0.3%	-3%	-13%	-12%	-2%
O=C(/C=C/c1cccs1)Nc1cccc(NC(=O)/C=C/c2cccs2)n1	7.0%	14%	36%	30%	?
Cc1cc(C)n(-c2ccc(Cl)c(C(=O)NCc3ccccc3)n2)n1	0.3%	-15%	10%	0%	-3%
CCCCCc1ccc(C(=O)CCCC)c(=S)[nH]1	0.9%	-6%	-12%	-25%	-3%
C#Cc1ccc(CN2CCC(Oc3cc(C(=O)NC4CC4)ccc3OC)CC2)cc1	i	.	.	-5%	.
CCOC(=O)N1CCC(NCCNC(=O)c2ccc(Cl)cc2)CC1	i	5%	-13%	2%	1%
CCOC(=O)C(Cc1nc(OCc2ccccc2)cc(OCc2ccccc2)n1)=NO	5.1%	.	.	-16%	.
CCOC(=O)CCc1nc2ccccc2[nH]1	0.3%	1%	-3%	-2%	3%
COCC(C)n1c(SCC(=O)N2CCc3ccccc3C2)nc2ccccc2c1=O (configuration not stated)	7.2%	-6%	6%	24%	-13%
Cc1ccc(NC(=O)CSc2nncn2N)cc1C	i	6%	-6%	-1%	-3%
O=C(N/N=C/c1ccncc1)c1ccccc1	1.3%	-2%	.	14%	2%
Cc1ccccc1NC(=S)N(CCN1CCOCC1)Cc1ccccc1F	1.0%	2%	20%	-5%	1%
NC(=NCCc1ccccc1)NS(=O)(=O)c1ccc2ccccc2c1	0.7%	-3%	.	0%	-4%
O=S(=O)(c1ccc(F)c(F)c1)N1CCN(c2ccccn2)CC1	0.4%	1%	5%	0%	7%
CC(C)c1ccc(OCC(=O)NC(C)c2ccccc2)cc1 (configuration not stated)	1.1%	4%	70%	-7%	6%
COc1ccc(CP(=O)(c2ccccc2)c2ccccc2)cc1	i	12%	-19%	0%	-1%
CCC(C)NC(=O)C(=O)NCc1ccccn1 (configuration not stated)	0.3%	5%	-7%	-5%	1%
C=CCNc1nc(N)c(C(=O)Nc2cc(C)on2)s1	0.5%	-5%	-4%	5%	-6%
O=C(CNC(=O)c1ccc([N+](=O)[O-])cc1)c1ccccc1	1.1%	-6%	17%	18%	1%
Cc1ccc(-c2nn3c(C)nnc3s2)cc1NC(=O)c1cccnc1	2.7%	1%	18%	1%	-7%
CCCCN1C(=O)c2ccc(C(=O)NCc3ccco3)cc2C1=O	0.1%	-16%	5%	-7%	-10%
CCN(C(=O)CN1C(=O)S/C(=C\C=C\c2ccccc2)C1=O)C1CCS(=O)(=O)C1 (configuration not stated)	4.2%	-1%	29%	0%	4%
O=C(N/N=C/c1ccco1)c1ccc(C(=O)N/N=C/c2ccco2)o1	0.1%	-4%	23%	11%	7%
CC1=CC(C)(C)Nc2ccc(OC(=O)CN3C(=O)c4cccc5cccc(c45)C3=O)cc21	0.8%	-8%	79%	12%	1%	VEEV TC-83 Vero 10K pilot screen=4.5
CC(C)(C)N(Cc1ccccc1)C(=O)COC(=O)C1=NN(c2ccccc2)C(=O)CC1	1.3%	.	.	-8%	.
COc1ccccc1-c1cc(C(=O)Nc2cc(C)n(Cc3ccc(Cl)cc3)n2)no1	12%	-10%	-10%	-3%	-2%
CC(=O)N/C(=N/c1nc(C)cc(C)n1)Nc1cccc(C)c1	0.2%	-1%	-1%	4%	1%
COc1ccc(S(=O)(=O)NC2CCSc3ccccc32)cc1OC (configuration not stated)	2.5%	2%	0%	3%	1%
Fc1ccccc1CCNc1c2c(nc3ncnn13)CCCC2	i	9%	23%	-4%	6%
COc1cc(C2C(C#N)=C(N)Oc3cc(C)oc(=O)c32)cc(OC)c1OC (configuration not stated)	3.6%	-2%	-2%	-13%	1%
COc1ccc(C(=O)NCCOc2cccc(OC)c2)cc1	i	-7%	48%	-13%	12%
CCOc1ccccc1CN1CCN(CCCc2ccccc2)CC1CCO (configuration not stated)	i	-2%	7%	-10%	-12%
Cn1c(=O)oc2cc(S(=O)(=O)Nc3ccccc3)ccc21	3.2%	-3%	-4%	6%	-3%
CCc1cc2c(=O)c(-c3cscn3)coc2c(CN(C)C)c1O	6.3%	-5%	14%	-4%	0%
CCCCN(C(=O)C1=NN(c2ccccc2)C(=O)CC1)c1c(N)n(CCC)c(=O)[nH]c1=O	2.3%	.	8%	-3%	-1%
CCCCOC(=O)Nc1nnc(COc2ccccc2)s1	i	-11%	13%	18%	1%
Cc1ccc(C)c(NC(=S)NC(NC(=O)N(C)C)C(Cl)(Cl)Cl)c1 (configuration not stated)	0.3%	1%	19%	-3%	0%
COc1ccc(-n2c(O)c(C=NCC(c3ccco3)N3CCCC3)c3ccccc3c2=O)cc1OC (configuration not stated)	0.8%	3%	14%	11%	9%
COc1nccnc1NS(=O)(=O)c1ccc(N=Cc2c(C)[nH]n(-c3ccc(Cl)cc3)c2=O)cc1	.	-6%	72%	.	10%
COc1cc(C(=O)OC(C)c2ccc(F)cc2)ccc1OCC(=O)N1CCOCC1 (configuration not stated)	2.8%	.	15%	-10%	-9%
O=C(CCNS(=O)(=O)c1ccccc1C(F)(F)F)N1CCN(S(=O)(=O)c2cccc(F)c2)CC1	7.8%	3%	23%	-1%	2%
COc1ccc(C(=O)N(C)C2CCN(C)CC2)cc1S(=O)(=O)Nc1cc(Cl)ccc1Cl	.	20%	-2%	.	6%
O=C1CCCC(=O)N1c1ccc(N2CCN(c3ccc([N+](=O)[O-])cc3)CC2)c([N+](=O)[O-])c1	.	-9%	9%	.	8%
O=C(COc1ccccc1)Nc1nnc(-c2ccc(Cl)cc2)o1	3.6%	-7%	i	-4%	-9%
COC(=O)CSc1ccc(S(=O)(=O)N2CCCCCC2)cc1[N+](=O)[O-]	2.7%	-15%	73%	6%	-4%
Cn1cnc2cc(NCc3ccc(Cl)cc3)ccc21	0.6%	-5%	17%	-15%	6%
CNc1ccc2nc3ccccc3[n+](C)c2c1	3.9%	9%	?	8%	1.3µM*
C#CCOCCOCCOCCNc1nc(N2CCN(C(=O)[C@H]([C@@H](C)CC)n3cc([C@@H](N)CO)nn3)CC2)nc(N2CCN(C(=O)[C@H](Cc3ccc(O)cc3)n3cc([C@@H](N)CC(C)C)nn3)CC2)n1	0.6%	-11%	45%	3%	-4%
CCOC(=O)N1CCN(C(=O)c2cc(OCC)c(OCC)c(OCC)c2)CC1	0.3%	6%	7%	-11%	-5%
CCc1sc(C(=O)N2CCc3ccccc32)cc1C	2.5%	14%	54%	3%	6%
COCCN1Cc2cccc(C(=O)Nc3cccc(-c4nc5ccccc5[nH]4)c3)c2C1=O	22%	18%	-5%	11%	-3%
O=S(=O)(/N=C/c1c(O)ccc2ccccc12)c1cccs1	.	21%	6%	.	-10%
CC1(C)CC(=O)C2=C(C1)N(c1cccc(O)c1)C1=C(C2)C(=O)CC(C)(C)C1	0.1%	-1%	36%	5%	9%
Next entries follow:
SMILES	VEEV TC-83 Vero	Salmonella PhoP GFP	M. tuberculosis	H1N1 NS1A inhibition	M. tuberculosis HTS	others
CC(C)C(=O)N1CCC(n2nccc2NC(=O)CCc2ccccc2)CC1	1.1%	4%	2%	-7%	-2%
C[N+](C)(C)CC1CCCC1=O (configuration not stated)	2.3%	.	.	-3%	.
O=C1N(c2ccc(Cl)cc2)C(c2ccccc2)N2CCCN12 (configuration not stated)	0.7%	1%	1%	-1%	-8%
O=C(C(Cl)Cl)N1CCN(c2ccccn2)CC1	1.2%	-7%	-6%	-4%	0%
COc1cccc(OCC(=O)NC2CCS(=O)(=O)C2)c1 (configuration not stated)	1.4%	.	.	-2%	.
O=C(O)c1ccc(OCc2ccc(C(=O)O)o2)cc1	0.5%	-6%	-13%	-13%	-12%
COc1ccc(-c2cccc(CCC(=O)N3CCN(c4cc(C)ccc4C)CC3)c2)cc1	2.2%	.	.	-6%	.
Cc1ccc(-c2nnn(CC(=O)N3CCN(c4nc5ccccc5s4)CC3)n2)cc1	0.2%	-2%	-7%	7%	-6%
O=[N+]([O-])c1cccc(N/N=C/c2cccc(O)c2O)c1	1.1%	-11%	6%	2%	?
c1ccc(-c2ccccc2-n2cnnn2)cc1	i	-1%	-1%	-10%	-12%
O=C(COC(=O)c1c(Cl)cccc1Cl)Nc1cccc(S(=O)(=O)NC2=NCCCCC2)c1	3.9%	.	17%	-13%	-13%
Cc1ccc(S(=O)(=O)NCc2ccccc2)cc1	0.2%	-1%	34%	1%	9%
O=C(Cn1c2[n+](c3ccccc31)CC(O)CS2)c1ccccc1 (configuration not stated)	2.2%	8%	2%	-3%	-2%
O=C1COc2ccc(C(=O)CSc3ccccc3C(=O)O)cc2N1	i	9%	6%	-9%	-1%
CCc1ccccc1NC(=O)CNC(=O)CCc1nc2sc3c(c2c(=O)[nH]1)CCCC3	0.9%	12%	-5%	-2%	-5%
Cc1ccc(NC(=S)NC(NC(=O)c2ccco2)C(Cl)(Cl)Cl)cc1 (configuration not stated)	5.8%	13%	-51%	7%	-1%
C(=N\c1nccs1)/c1c[nH]c2ccccc12	1.2%	14%	3%	8%	4%
CCN1C(=NCc2cc(OC)c(OC)c(OC)c2)N[C@@H](c2ccccc2)[C@H](C(=O)OC)[C@H]1C	.	-29%	-4%	.	-14%
C#C[C@]1(O)CC[C@H]2[C@@H]3CCC4=CC(=O)CC[C@]4(C)[C@H]3CC[C@@]21C	1.7%	-1%	2%	-3%	4%
Cn1c(/C=C/c2ccccc2)nc2ccccc21	0.7%	-3%	43%	-23%	0%
COC(=O)C1=C(c2cc3ccccc3s2)C[C@@H]2CC[C@H]1N2C(=O)NCCNC(C)=O	2.9%	2%	-24%	2%	3%
c1csc(Cc2nc3ccccc3[nH]2)c1	1.0%	3%	2%	-6%	3%
NC(=O)c1ccc(NC(=O)c2ccc(CN3CCOCC3)cc2)cc1	i	-7%	-4%	-2%	14%
CCCCC1CCCC12NC(=O)NC2=O (configuration not stated)	0.1%	-12%	0%	-5%	-9%
Cc1cc(C)c(NC(=O)CNC(=O)COC(=O)C2=COCCO2)c(C)c1	i	-5%	-7%	10%	4%
Cn1c(=O)c(NCCc2ccccc2)c2c3c(cccc31)C(=O)c1ccccc1-2	7.5%	-334%	50%	-40%	?
COc1ccc(-n2c(C)c(C(C)=O)c3cc(O)ccc32)cc1	6.3%	.	.	0%	.
Cc1nn(C)c(C)c1S(=O)(=O)N(CC(=O)NCCCN1CCC(C)CC1)c1ccc(C(C)C)cc1	i	10%	20%	8%	9%
N#CCCN(C(=O)CN1c2cccc3cccc(c23)S1(=O)=O)c1ccccc1	2.5%	.	7%	0%	2%
COc1cc(C)c(CN2CCN(CC(=O)Nc3ccccc3C(=O)NC3CC3)CC2)cc1OC	3.1%	.	11%	-1%	-8%

Compound activity: PubChem, Southern Research Specialized Biocontainment Screening Center
